# ERG-DNA inh – qHTS for Small Molecule Inhibitors of the ERG Ets/DNA interaction. hit rate 0.028% among 370,000. Potency, µM (top dose mostly 76.9 µM), without a hit: top-dose FP activity, negative = inhibition, most hits filed as inhibitors. Transcriptional regulator ERG (Homo sapiens), P11308. fluorescence polarization, His-ERG Ets domain / labelled DNA; active means well fitted inhibition curve with a large enough effect in the polarisation, with a control signal flat; inconclusive means small, poorly fitted or top-dose-only effect, or effect the other way, or a change in a side signal; inactive means no such curve, though single readings can be large or run the other way; the % refers to the polarisation;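 further: polarization taken with two DNA probes labelled with fluorescein and Texas red; potency means the concentration at half of the fitted maximal effect; % of control where 0% means no effect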
#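 His-tagged ERG Ets domain (1 uM in the protein solution; 300mM KCl, 50mM Tris-HCl, 1mM EDTA, 1mM DTT, pH 7.5) received compound, then a probe mix of 5 nM fluorescein-DNA and 100nM Texas-615-DNA. Fluorescence polarization was read for both dyes.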
# HP1b chromo inh – HTS for Inhibitors of HP1-beta Chromodomain Interactions with Methylated Histone Tails; Chromobox protein homolog 1 (Homo sapiens), P83916; AlphaScreen HP1-beta / biotin-H3K9me3 peptide binding; Potency, µM (doses to about 114 µM), for the others: at the highest dose activity change, negative = inhibition, usual class: inhibitors; hit rate 0.56% among 390,000; further: potency means the concentration at half of the fitted maximal effect; nearly all actives have a fitted effect of over 70% in size; inactives centre near 23
#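 Compound inhibition of the preformed complex between 50 nM HP1-beta and 50 nM biotinylated H3K9me3 peptide was read by AlphaScreen. Buffer was PBS pH 7.4 with 0.01% Tween-20. Incubations ran 30 min at room temperature, with 10 ug/mL donor/acceptor beads.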
# JMJD2A Tudor inh – qHTS Assay for Inhibitors of JMJD2A-Tudor Domain; Lysine-specific demethylase 4A (Homo sapiens), O75164; AlphaScreen JMJD2A-Tudor / H3K4me3 peptide binding; Potency, µM (doses to about 114 µM), without a hit: at the top dose activity change, negative = inhibition, hits mostly inhibitors; hit rate 4.4% among 390,000; AID 504339, 2011; further: potency means the concentration at half of the fitted maximal effect; on the % scale 0 is the no-effect control and ±100 the full control effect; nearly all actives have a fitted effect of over 50% in size
# Target sequence (O75164 whole entry, looked up, the tested form may be a part): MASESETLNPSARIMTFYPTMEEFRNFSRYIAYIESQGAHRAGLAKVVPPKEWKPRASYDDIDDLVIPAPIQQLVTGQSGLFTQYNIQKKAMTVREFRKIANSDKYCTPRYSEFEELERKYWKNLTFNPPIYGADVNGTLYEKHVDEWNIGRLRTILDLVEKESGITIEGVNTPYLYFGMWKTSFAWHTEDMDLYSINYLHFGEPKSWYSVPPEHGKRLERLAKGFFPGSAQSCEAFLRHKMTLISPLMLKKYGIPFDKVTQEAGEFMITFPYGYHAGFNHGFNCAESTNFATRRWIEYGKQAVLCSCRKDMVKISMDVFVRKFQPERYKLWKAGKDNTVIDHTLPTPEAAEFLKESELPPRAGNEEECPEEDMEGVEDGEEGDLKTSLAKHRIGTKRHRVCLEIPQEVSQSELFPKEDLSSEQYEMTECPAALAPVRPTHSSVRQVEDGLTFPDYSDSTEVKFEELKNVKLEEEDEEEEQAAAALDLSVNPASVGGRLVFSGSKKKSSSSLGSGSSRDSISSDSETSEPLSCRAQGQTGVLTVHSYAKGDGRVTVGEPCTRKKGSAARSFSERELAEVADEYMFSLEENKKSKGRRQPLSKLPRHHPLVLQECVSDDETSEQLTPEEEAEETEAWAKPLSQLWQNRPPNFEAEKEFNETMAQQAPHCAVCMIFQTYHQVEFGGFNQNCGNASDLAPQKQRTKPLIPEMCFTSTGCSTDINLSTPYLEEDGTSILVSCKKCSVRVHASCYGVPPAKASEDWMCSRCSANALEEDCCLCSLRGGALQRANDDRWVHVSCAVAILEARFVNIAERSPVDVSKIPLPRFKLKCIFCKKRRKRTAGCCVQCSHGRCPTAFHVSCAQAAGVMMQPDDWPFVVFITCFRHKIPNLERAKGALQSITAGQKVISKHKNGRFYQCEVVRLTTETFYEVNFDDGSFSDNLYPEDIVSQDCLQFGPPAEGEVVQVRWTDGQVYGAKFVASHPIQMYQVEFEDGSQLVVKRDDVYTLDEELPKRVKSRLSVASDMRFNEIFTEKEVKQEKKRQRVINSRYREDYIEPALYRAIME
# GLS inhibitor – qHTS for Inhibitors of Glutaminase (GLS); Potency, µM (highest dose often 45.5 µM), inactives show at the top dose activity change, negative = inhibition, actives largely listed as inhibitors; hit rate 0.21% among 410,000; Glutaminase kidney isoform, mitochondrial (Homo sapiens), O94925; GLS enzymatic activity, qHTS titration; further: potency means the concentration at half of the fitted maximal effect; on the % scale 0 is the no-effect control and ±100 the full control effect
#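 Compounds were pin-transferred onto hKGA, after which L-glutamine (1 mM solution) and a detection mix of glutamate oxidase, HRP and Amplex Red were added. Initial and 30 min RT fluorescence reads were collected.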
# PI4K2A block – qHTS for small molecular inhibitors of PI4K2A | Phosphatidylinositol 4-kinase type 2-alpha (Homo sapiens), Q9BTU6 | purified PI4K2A, ADP-Glo luminescence, 1 h; hits give low values | activity change, negative = inhibition, % at 76.9 µM | hit rate 0.13% among 420,000 | AID 1346378, 2018; in the data active means activity change below about -50%; inconclusive means mostly about -30% to -49%;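 further: -100% = wells without enzyme as full effect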
#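 ADP-Glo luminescence measured ADP generated by PI4K2A enzyme (4 ug/mL before mixing) with 1.2 mM PI substrate (pre-mix) and 300 microM ATP (pre-mix). Tris pH7.5 buffer with MgCl2, Triton X-100; 1 h reaction at ambient temperature.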
# BAZ2B block – qHTS Assay for Inhibitors of BAZ2B; AID 504333, 2011; AlphaScreen BAZ2B-H3K14Ac peptide displacement; hit rate 4.4% among 360,000; Potency, µM (series often up to 114 µM), inactives show top-dose activity change, negative = inhibition, actives largely listed as inhibitors; Bromodomain adjacent to zinc finger domain protein 2B (Homo sapiens), Q9UIF8; further: potency means the concentration at half of the fitted maximal effect; on the % scale 0 is the no-effect control and ±100 the full control effect; nearly all actives have a fitted effect of over 60% in size
#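 AlphaScreen luminescence quantifies BAZ2B engagement of H3K14Ac peptide; the protein and biotinylated peptide are both at 50 nM final, buffer PBS pH 7.4 with 0.01% Tween-20, all steps at room temperature.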
# PGK inhibitor – qHTS Assay to Find Inhibitors of Phosphoglycerate Kinase | hit rate 0.043% among 380,000 | Phosphoglycerate kinase, glycosomal (Trypanosoma brucei brucei), P07378 | AID 602233, 2012 | Potency, µM (series often up to 57.5 µM), inactives show at the highest dose activity change, negative = inhibition, hits mostly inhibitors | PGK/GAPDH coupled, Kinase-Glo luminescence, 60 min; further: potency means the concentration at half of the fitted maximal effect; on the % scale 0 is the no-effect control and ±100 the full control effect; nearly all actives have a fitted effect of over 60% in size
#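 Luminescent ATP detection (Kinase-Glo Plus) follows a 60-minute room-temperature incubation, with wells lacking PGK as controls. Buffer: 100 mM TEA (pH 7.6), 5 mM MgCl2, 0.01% Tween-20. Coupling enzyme GAPDH (100 nM final) supplies unstable 1,3-BPG in-well.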
# G9a block – qHTS Assay for Inhibitors of Histone Lysine Methyltransferase G9a | Histone-lysine N-methyltransferase EHMT2 (Homo sapiens), Q96KQ7 | G9a H3K9 monomethylation, AlphaScreen, 2 h | Potency, µM (doses to about 102 µM), inactives show at the top dose activity, negative = inhibition, usual class: inhibitors | hit rate 8.8% among 350,000 | AID 504332, 2011; further: potency means the concentration at half of the fitted maximal effect; on the % scale 0 is the no-effect control and ±100 the full control effect; nearly all actives have a fitted effect of over 75% in size
#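 AlphaScreen detection with an anti-monomethyl H3K9 antibody quantified product after a 2 h room-temperature reaction containing 500 nM biotinylated H3K9 peptide, 20 µM SAM and 20 nM enzyme, which had been preincubated 15 min with compound.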
# Pin1 inhibitor – qHTS Assay to Find Inhibitors of Pin1; AID 504891, 2011; hit rate 0.009% among 390,000; Potency, µM (titrated, usually from 115 µM), inactives show at the highest dose activity, negative = inhibition, usual class: inhibitors; Pin1 FP peptide displacement, HiFluor488, 10 min; active means well fitted inhibition curve with a large enough effect in the polarisation, with a control signal flat, not every such curve was filed as active; inconclusive means small, poorly fitted or top-dose-only effect, or effect the other way, or a change in a side signal; inactive means no such curve, though single readings can be large or run the other way; the % refers to the polarisation; further: potency means the concentration at half of the fitted maximal effect; on the % scale 0 is the no-effect control and ±100 the full control effect
# Active calls of the source: *; i = inactive; u = inconclusive; x = not tested or not shown; [ ] = dose if it differs, or a comment. Unless noted, the call rests on the fitted dose curve; in most records, active means well fitted curve in the direction sought with a large enough effect; inconclusive means small, poorly fitted or top-dose-only effect, or another doubt; inactive means no such curve, though single readings can be large; an effect the other way counts as inactive or inconclusive.
ERG-DNA inh	Pin1 inhibitor	BAZ2B block	GLS inhibitor	HP1b chromo inh	JMJD2A Tudor inh	G9a block	PI4K2A block	PGK inhibitor	smiles
-7%	0%	-6%	-8%	39%[activator]	9%	-48%[59 µM]	5	i	Cc1ccc(C(=O)N2CCN(c3ccc(C(F)(F)F)cn3)CC2)c(C)c1
0%	0%	0%	0%	45%[activator]	-16%	-31%	-2	-6%	CC(=O)c1ccc(Oc2cc(C(F)(F)F)cnc2C(N)=O)cc1
-3%	-7%	-2%	9%	26%	-11%	7%[59 µM]	-2	4%	CCOC(=O)CNC(=O)Cn1nc(N2CCN(c3ccccc3)CC2)ccc1=O
-3%	3%	-3%	3%	44%[activator]	-1%	-29%	-14	7%	COCCCNC(=S)NCCNc1nc2cc(C)cc(C)c2cc1C#N
14%	7%	18%	7%	69%[activator]	11%	8%	-18	-13%	COc1ccc(-c2noc(-c3ccccc3F)n2)cc1
13%	6%	-32%	9%	-9%	-26%	u	10	3%	CCN(CC)C(=O)C1CCCN(c2ccc([N+](=O)[O-])cc2/C=N/NC(=O)c2cccc(O)c2)C1 (stereo unspecified)
-19%	-6%	-3%	3%	26%	-3%	6%[0.501 µM]	-8	3%	CNC(=O)C1CC(=O)N/C(=N/N=C(\C)c2cccs2)S1 (stereo unspecified)
1%	u	6%	-7%	5%	-6%	11%[59 µM]	-3	-1%	COc1cc(C(O)P(=O)(OC(C)C)OC(C)C)cc(OC)c1OC (stereo unspecified)
14%	0%	0%	5%	23%	-9%	8%	-2	i	CC(C)CCN=CC1=C(O)CC(c2ccccc2)CC1=O (stereo unspecified)
-1%	6%	-9%	-1%	50%[activator]	-20%	u	6	-8%	COc1cccc(N2CCN(Cc3nnnn3C3CCCCC3)CC2)c1
2%	-3%	-2%	15%	37%	3%	-5%	2	3%	CC(=O)N/C(=N\c1nc(C)cc(C)n1)Nc1ccccc1Cl
4%	-2%	11%	-12%	24%	-6%	17%[12.7 µM]	2	-3%	CCC(C)(C(=O)NC1CCCCC1)N(CC1CCCO1)C(=O)CNC(=O)c1ccccc1 (stereo unspecified)
-6%	-2%	13%	26%	27%	9%	-30%	-5	1%	O=c1oc2cc(O)ccc2c2c1CCCC2
-15%	-6%	0%	13%	56%[activator]	-7%	-17%[59 µM]	5	-6%	Cc1cc(N2CCOCC2)nc2cc(O)ccc12
-5%	-3%	4%	-4%	37%	-17%	13%[59 µM]	-13	-3%	CCN(CC)C(=O)CSc1nnc(-c2cccs2)n1Cc1ccco1
-8%	1%	2%	-3%	61%[activator]	-2%	4%[59 µM]	-1	i	O=C(CCn1nc(-c2ccccc2)ccc1=O)N1CCCC1
-4%	11%	-1%	4%	20%[57 µM]	-25%	17%[59 µM]	-5	i	COc1cccc(Cn2c(CNS(=O)(=O)c3ccc(Cl)s3)nc3cccnc32)c1
-9%	-1%	-11%[57.1 µM]	5%	60%[activator]	-16%	12%	-17	-17%	Cc1c(C)c2ccc(OCC(=O)Nc3ccccn3)c(C)c2oc1=O
-1%	5%	-16%	-1%	49%[activator]	5%	u	-3	-4%	COc1cc2ncnc(NCc3cccs3)c2cc1OC
-5%	0%	u	-17%	-12%	-9%	-11%	-6	-1%	CCCCNC(=O)C1CCCN1S(=O)(=O)c1cccc2nsnc12 (stereo unspecified)
-1%	-6%	-3%	-1%	30%	-9%	-16%[12.7 µM]	-2	8%	O=C(O)C1CCN(C(=O)Cc2ccccc2)CC1
-3%	24%	u	5%	25%	-8%	45%[59 µM]	7	1%	COc1cccc(-c2nn(-c3ccccc3)cc2/C=C\C(=O)c2cccs2)c1
1%	4%	-17%	39%[activator]	25%[57 µM]	-10%	41%	-4	-4%	COc1ccc(NS(=O)(=O)c2ccc3c(c2)NC(=O)CCS3)cc1Cl
-8%	-3%	2%	3%	21%	-15%	1%	7	0%	Cc1cccc(C(=O)NCC2CCN(C(=O)c3cccc(C)c3)CC2)c1
-1%	-1%	-6%	1%	14%	-10%	7%[12.7 µM]	6	i	CC(NC(=O)c1ccc(=O)oc1)c1ccccc1 (stereo unspecified)
13%	-3%	x	4%	30%	-7%	x	5	0%	N#Cc1cc([N+](=O)[O-])ccc1NC(=O)COC(=O)c1cnccn1
-6%	3%	-19%	18%	13%	-20%	u	-1	8%	Cc1ccc(Oc2ccc(NC(=O)CSc3n[nH]c(N)n3)cc2)cc1
x	11%	-22%	14%	18%	-26%	-49%	-1	-8%	CCC(C)(C)n1nnnc1CN(Cc1cccs1)Cc1cc2cc(OC)ccc2[nH]c1=O
-5%	2%	2%	0%	30%	2%	-27%[12.7 µM]	-4	-4%	O=C(CNC(=O)c1cccs1)OCC(=O)c1ccc(Br)cc1
3%	-3%	-24%	3%	9%	-14%	-7%	1	0%	NCCCCCc1nnc(SCC(=O)Nc2cccc(Cl)c2)o1

# An excerpt from above with just Pin1 inhibitor, PI4K2A block and HP1b chromo inh:
Structure,Pin1 inhibitor,PI4K2A block,HP1b chromo inh
COc1cccc(-c2nn(-c3ccccc3)cc2/C=C\C(=O)c2cccs2)c1,24%,7,25%
COc1ccc(NS(=O)(=O)c2ccc3c(c2)NC(=O)CCS3)cc1Cl,4%,-4,25%[57 µM]

# Further compounds
ERG-DNA inh	Pin1 inhibitor	BAZ2B block	GLS inhibitor	HP1b chromo inh	JMJD2A Tudor inh	G9a block	PI4K2A block	PGK inhibitor	smiles
-2%	-1%	-12%	0%	8%	-8%	25%	-3	7%	Cc1cccc(N2CCN(C(C)C(=O)N3CCc4ccccc43)CC2)c1C (stereo unspecified)
7%	-2%	34%[activator]	-11%	17%	-10%	6%[59 µM]	1	-4%	O=C(COc1ccc2c(c1)OCO2)Nc1ccc(Cl)cn1
6%	5%	-23%	5%	0%	u	2%	3	-11%	Cc1c(C(=O)N2CCOCC2)[nH]c2c1C(=O)CC(c1ccc(Cl)cc1)C2 (stereo unspecified)
-12%	30%	-2%	-2%	-5%	-13%	4%[59 µM]	-1	i	Cn1nccc1C(=O)NCc1ccc2c(c1)CCN2C(=O)c1ccc(F)cc1
1%	-2%	7%	-5%	19%	-6%	2%	-18	3%	CCc1ccc(N(C(=O)c2csnn2)C(C(=O)NC2CCCC2)c2cccnc2)cc1 (stereo unspecified)
-7%	-1%	9%	0%	40%[activator]	0%	-3%	-5	7%	Cc1nc2ccc(NC(=O)c3ccco3)cc2s1
0%	5%	9%	-12%	48%[activator]	12%	29%[12.7 µM]	2	0%	CC1CCCC(C)N1C(=O)COC(=O)c1cc(Br)ccc1Cl (stereo unspecified)
9%	2%	u	-4%	-13%	-24%	-17%[59 µM]	2	-9%	Cc1c(C)n(CCC#N)c2ccc(Cl)cc12
-5%	2%	-5%	13%	25%	-25%	u	-1	6%	Cc1ccc(SC/C(O)=C(\C#N)c2nc3ccccc3s2)cc1
-4%	-6%	1%	1%	36%	8%	-41%	-2	2%	COc1cc(NC(=O)c2ccc(Cl)cc2)c2ncccc2c1
3%	2%	18%	0%	63%[activator]	-3%	23%[59 µM]	-11	i	CCCCSc1nnc2c(n1)OC(C)N(C(C)=O)c1ccccc1-2 (stereo unspecified)
-3%	-2%	3%	5%	11%	-19%	6%[59 µM]	3	-4%	CC(=O)c1ccccc1NC(=O)C1CC(=O)N(c2ccc3c(c2)OCCO3)C1 (stereo unspecified)
-4%	u	4%	-1%	13%	12%	x	7	-5%	COc1ccc(/C=C/c2cc(C(=O)O)c3ccccc3n2)cc1
-6%	-5%	-23%	0%	21%	-19%	25%	-5	-9%	O=C(N/N=C/c1ccc(OC(=O)c2ccccc2Cl)cc1)c1ccc(O)cc1
1%	u	-9%	4%	17%	-22%	20%[59 µM]	2	5%	COc1ccccc1CNC(=O)C1CC(c2cccc([N+](=O)[O-])c2)=NO1 (stereo unspecified)
1%	-9%	-11%	7%	-26%	-11%	2%	-9	i	CCc1nnc(NC(=O)CCNC(=O)c2ccco2)s1
-10%	11%	-31%	-12%	17%	u	u	6	-7%	Cc1nonc1C1CCCN1Cc1cn[nH]c1-c1ccc(-c2ccccc2)cc1 (stereo unspecified)
1%	2%	7%	-9%	26%	8%	17%	3	-7%	COc1ccc(C)cc1NC(=O)COC(=O)c1ccc(OCc2ccc(Cl)cc2Cl)c(OC)c1
-9%	-7%	6%	-9%	37%	-11%	5%[12.7 µM]	10	i	CCCOc1cc(C)c(S(=O)(=O)N2CCN(C)CC2)cc1C
2%	-1%	0%	-20%	17%	-3%	23%	-1	-14%	Cc1cc(C)c(S(=O)(=O)c2cccc(Cl)c2)c(=O)[nH]1

# Source: PubChem BioAssay (National Center for Advancing Translational Sciences (NCATS))
